Screening data from PubChem.
NCI-60 one-dose screen, 48 h, at 10 µM unless noted. Numbers give growth in % (100 = growth as untreated, 0 = no growth, -100 = all killed).
CCRF-CEM – CCRF-CEM leukemia; 7% of 77,000 active; AID 1794778
HOP-62 – HOP-62 NSCLC. 3.9% of 80,000 active
HOP-92 – HOP-92 NSCLC cells. 6.3% of 71,000 active. AID 1794738
MOLT-4 – MOLT-4 leukemia cells; AID 1794779; 6.9% of 80,000 active
SR – SR leukemia cells. 8.7% of 73,000 active
MDA-MB-435 – MDA-MB-435 melanoma. 7.8% of 82,000 active. AID 1794794
RPMI-8226 – RPMI-8226 leukemia cells. 7.5% of 77,000 active. AID 1794781
K-562 – K-562 leukemia. 7.4% of 78,000 active. AID 1794777
* marks the source's active call; other numbers are inactive results; · = not tested or not shown; & = joins results of further samples. The calls were made as follows: active = growth percent below 10; inactive = the rest. No enrichment for hits, and some 14% of all compounds hit somewhere here.

SMILES	CCRF-CEM	HOP-62	HOP-92	MOLT-4	SR	MDA-MB-435	RPMI-8226	K-562
N#CC1(Nc2ccc(Br)cc2)CCCC1	24	69	·	39	38	52	·	20
CCOC(=O)/C(=C/Nc1ccc(OCc2ccccc2)cc1)NC(=O)c1ccccc1	95	107	98	108	58	112	93	79
COc1ccc(-c2nn(-c3ccccc3)cc2/C=C2\SC(=S)N(CCc3ccc(O)cc3)C2=O)cc1	77	97	·	68	76	84	70	66
O=C(NCc1cccc(C(F)(F)F)c1Cl)C1CCC(=O)N1c1cccs1 (stereo not given)	105	88	78	100	92	103	97	·
COc1cc(OC)c(N2C(=O)c3cccc4cccc(c34)C2=O)c(OC)c1	99	99	70	91	·	106	95	106
COC(=O)c1ccccc1N1C(=O)C=CC1=O	39	100	114	82	47	113	99	44
O=C1NC(=NC23CC4CC(CC(C4)C2)C3)N/C1=C\c1ccc2ncccc2n1	-9.8*	-5.4*	-15*	-11*	·	-11*	-23*	14
COc1cc(OC)c([N+](=O)[O-])cc1C=O	105	104	99	100	96	102	116	104
O=C(Nc1ccc(Nc2cc(-c3ccccc3)ncn2)cc1)Nc1cc(C(F)(F)F)ccc1F	54	57	57	44	48	71	27	34
CC1=NC2=NC(=O)/C(=C3/N=C(C)C=C(c4ccccc4)N3N)NN2C(c2ccccc2)=C1	109	94	100	104	116	108	111	101
CC1=CN2C(=NC3=C(CCCC/C3=C\c3ccc(Br)cc3)C2c2ccc(Br)cc2)S1 (stereo not given)	113	106	74	100	98	101	103	94
COc1ccc(C(=O)/C(C)=N/O)cc1	104	104	88	112	108	100	106	112
COc1cccc2ccc(CC(O)(c3ccccc3)c3ccccc3)nc12	96	87	·	89	82	106	91	92
COc1ccc2c(-c3nnc(N)o3)cc(=O)oc2c1	91	103	101	111	128	97	103	104
COc1ccc(-c2cc(-c3cccnc3)nc3sc(C#N)c(N)c23)cc1OC	98	84	30	89	78	91	86	94
Cc1ccc2nc(-c3ccc(-c4nnc(SCC(=O)Nc5ccc(C(=O)/C=C/c6ccccc6)cc5)o4)cc3)[nH]c2c1	80	96	137	100	80	106	92	106
N#CCCNC(=O)Nc1ccccc1	90	95	90	109	131	114	110	128
CC(C)CC(=O)Nc1ccc2ccccc2c1	104	86	97	112	·	103	98	103
CCOC(=O)c1ccc(NC(=O)N2CC(C)OC(C)C2)cc1 (stereo not given)	102	92	81	100	99	105	63	90
Nc1nc(N)c(N=Nc2ccc(C(=O)O)cc2)c(N)n1	102	106	·	102	109	103	95	108
CCCCCCCCCCCCN(CCCCCCCCCCCC)CC(O)c1cc2c(c3ccccc13)CCCC2 (stereo not given)	102	·	103	102	77	115	111	97
O=C(NN1C(=O)/C(=C/c2cccs2)SC1=S)c1cccnc1	98	102	94	106	99	102	83	94
CC1=CC(O)C2CC1C2(C)C (stereo not given)	105&106	102&93	78&100	93&92	97&101	97&103	107&111	93&97
COc1cc(/C=N/O)ccc1O	113	102	89	57	120	110	123	126
C=CCn1c(SCC(=O)c2ccccc2)nnc1-c1cc(-c2ccc(S(N)(=O)=O)cc2)nc2ccccc12	71	84	85	84	89	95	75	71
CCOC(=O)C1=C(C)NC(=O)NC1c1cc(=O)oc2c1ccc1ccccc12 (stereo not given)	104	101	93	93	88	101	98	108
COc1cc(C(C)=O)cc(OC)c1OC	94	106	79	100	91	107	87	91
CCOC(=O)/C(F)=C/C1CC1C(c1ccccc1)c1ccccc1 (stereo not given)	85	125	84	77	63	85	70	70
O=C(Cc1ccc(F)c(Cl)c1)Nc1cc(C2(C(F)(F)F)CC2)nn1CC(F)(F)F	95	113	84	89	85	98	·	82
Cc1ccc(-c2nc(N3CCN(C(=O)Nc4ccccc4)CC3)c3ccccc3n2)cc1	77	92	79	58	70	88	·	57
C=C(c1ccccc1)[N+](=O)[O-]	97	102	73	99	95	118	107	110
Cn1cnc2c(F)c(Nc3ccc(Br)cc3Cl)c(C(=O)NOCCO)cc21	96	29	-0.5*	92	75	33	70	47
COc1ccc(-c2nn(-c3cccc(NC(=O)Nc4ccc(Cl)c(C(F)(F)F)c4)c3)cc2-c2ccncc2)cc1Cl	-3.2*	25	·	-6.1*	-18*	-24*	-19*	15
COc1ccc(OCC(=O)Nc2ccc(-c3nc4ccccc4s3)cc2C)cc1	90	90	68	56	76	101	66	60
NC(=O)c1cccc(NC(=O)c2ccco2)c1	109	104	118	100	98	100	104	98
Cc1cc[n+](CCCC[n+]2ccc(C)cc2)cc1	92	108	74	91	97	102	94	109
N=C(N)N=Nc1cc(O)c(NN=C(N)N)cc1O	93	·	74	102	100	107	98	108
C=C(C)[C@@H]1CC[C@]2(C(=O)OC)CC[C@]3(C)[C@H](CC[C@@H]4[C@@]5(C)C/C(=C/c6ccccc6)C(=O)C(C)(C)[C@@H]5CC[C@]43C)[C@@H]12	95	100	90	90	87	103	90	97
O=C(O)c1cc2c(cc1Br)OCO2	82	92	·	94	86	98	90	92
COc1cc(C(=O)c2sc3nc4c(cc3c2N)CCCC4)cc(OC)c1OC	85	88	63	85	83	102	96	32
NC(N)=NS(=O)(=O)c1ccc(N=C2C(=O)Nc3ccccc32)cc1	93	101	78	121	105	116	111	113
C[C@H]1N[C@@]2(C(=O)Nc3ccccc32)[C@@H](c2ccc(F)cc2)[C@@H]1C(=O)c1ccc(O)cc1	·	108	104	92	90	105	95	96
N#Cc1nc(-c2ccccc2)oc1N1CCN(CCc2ccncc2)CC1	88	98	89	88	91	93	86	85
CC(C)(C)c1cc(N(C(=O)c2cnco2)C2CCCC2)cc(C(C)(C)C)c1O	62	72	27	47	52	72	21	32
CCC(C(N)=O)c1ccccc1 (stereo not given)	101	107	110	82	79	115	102	91
Cc1ccc2c(c1)nc1c3ccccc3nc(-c3ccccc3N)n21	102	91	73	82	89	115	88	105
CC(C)C1=NOC(=O)C1=Cc1cn(-c2ccccc2)nc1-c1ccc(Br)cc1	2.6*	91	83	-16*	-23*	71	-30*	43
CC(C)(C)c1ccc(C(=O)Nc2nc3ccccc3s2)cc1	91	108	94	76	83	103	88	78
COc1cc2oc(-c3ccc(NC(=O)c4ccc(C)cc4)cc3)cc(=O)c2c(OC)c1OC	92	104	79	77	·	100	73	82
O=C1CCC(Nc2ccc([N+](=O)[O-])cc2)N1 (stereo not given)	100	96	96	93	104	89	100	53
Fc1cccc(COc2cccnc2NC(=S)Nc2cccc(Cl)c2)c1	85	111	102	·	·	100	85	82
O=C(c1cc(-c2cccnc2)nc2ccccc12)N1CCCCC1	112	102	·	170	·	105	100	118
C=CC(=O)Nc1ccc(Oc2nccc(Nc3nnc(-c4ccc(Br)cc4)s3)n2)cc1	88	87	89	103	100	98	79	92
COc1cccc(-c2nc3sccn3c2-c2ccnc(NCCCNS(=O)(=O)c3ccc(Cl)cc3)c2)c1	23	89	72	22	50	38	9.1*	29
Cc1nc(N)c(Br)c(C)c1Br	104	107	67	104	90	102	108	107
O=C(Nc1ccc([N+](=O)[O-])cc1)C(=O)Nc1ccc([N+](=O)[O-])cc1	101	81	95	101	101	106	105	106
CCOS(=O)(=O)c1c(C(C)C)cc(C(C)C)cc1C(C)C	121	99	99	98	85	99	119	93
N#Cc1ccc2c(c1)Oc1ccccc1C1=NCCN12	92	78	73	94	95	94	93	96
Cc1ccc2c(ccc3c[n+]4c5ccccc5ccc4n32)c1	19	0.8*	-11*	8.9*	-12*	-28*	32	6.4*
CO[C@@H]1[C@@H](OC)N(C(=O)c2ccccc2)C(=O)N1C(=O)c1ccccc1	97	93	70	99	·	103	100	103

Sorted by SMILES length (ascending): some entries from above
SMILES	CCRF-CEM	HOP-62	HOP-92	MOLT-4	SR	MDA-MB-435	RPMI-8226	K-562
O=C(NCc1cccc(C(F)(F)F)c1Cl)C1CCC(=O)N1c1cccs1 (stereo not given)	105	88	78	100	92	103	97	·
CC1=NC2=NC(=O)/C(=C3/N=C(C)C=C(c4ccccc4)N3N)NN2C(c2ccccc2)=C1	109	94	100	104	116	108	111	101
COc1cccc(-c2nc3sccn3c2-c2ccnc(NCCCNS(=O)(=O)c3ccc(Cl)cc3)c2)c1	23	89	72	22	50	38	9.1*	29

The main list resumes, starting 6 compounds before the break.
SMILES	CCRF-CEM	HOP-62	HOP-92	MOLT-4	SR	MDA-MB-435	RPMI-8226	K-562
Cc1nc(N)c(Br)c(C)c1Br	104	107	67	104	90	102	108	107
O=C(Nc1ccc([N+](=O)[O-])cc1)C(=O)Nc1ccc([N+](=O)[O-])cc1	101	81	95	101	101	106	105	106
CCOS(=O)(=O)c1c(C(C)C)cc(C(C)C)cc1C(C)C	121	99	99	98	85	99	119	93
N#Cc1ccc2c(c1)Oc1ccccc1C1=NCCN12	92	78	73	94	95	94	93	96
Cc1ccc2c(ccc3c[n+]4c5ccccc5ccc4n32)c1	19	0.8*	-11*	8.9*	-12*	-28*	32	6.4*
CO[C@@H]1[C@@H](OC)N(C(=O)c2ccccc2)C(=O)N1C(=O)c1ccccc1	97	93	70	99	·	103	100	103
CC(=O)Oc1ccc(/C(C)=N/NC(=O)C(C)SC(C)C(=O)N/N=C(\C)c2ccc(OC(C)=O)cc2)cc1 (stereo not given)	·	97	75	100	95	98	98	107
COc1cc2c3c(c1OC)-c1ccccc1CC3OCC2 (stereo not given)	100	89	103	92	82	97	93	90
COc1ccc2nc(C)cc(Nc3ccc(Cl)cc3)c2c1	94	104	156	110	113	108	102	98
CC(Br)C(OC(=O)c1ccccc1Cl)c1cc2c(cc1Br)OCO2 (stereo not given)	103	108	68	76	·	75	92	95
O=C(CC1C(=O)c2ccccc2C1=C1C(=O)c2ccccc2C1=O)c1ccccc1 (stereo not given)	60	90	95	78	65	99	85	78
Cc1nn(-c2ccccc2)c(N(C)Cc2ccccc2)c1C1CC(c2ccc(F)cc2)=NN1c1cc(Cl)cc(Cl)c1 (stereo not given)	102	96	103	92	107	102	96	86
Clc1ccc(CSc2nnc(-c3cccs3)n2-c2ccccc2)cc1	·	105	50	76	81	99	83	69
C=C(C)[C@@H]1CC[C@]2(C(=O)NCc3ccc(OCc4cn(-c5ccc([N+](=O)[O-])cc5)nn4)c(CC)c3)CC[C@]3(C)C(CCC4[C@@]5(C)CCC(OC(C)=O)C(C)(C)C5CC[C@]43C)C12 (stereo not given in full)	114	105	106	95	105	105	92	86
CCOC(=O)Cc1csc(NC(=O)c2cccnc2)n1	97	92	102	·	·	109	91	78
C#CCOc1ccccc1C(OC(=O)c1cccc(OC)c1)C(=O)NC(C)(C)C(C)(C)C (stereo not given)	79	90	67	67	81	98	76	84
O=C(c1ccc(O)cc1)C1[C@H](c2ccccc2Br)[C@@H](c2ccccc2)NC12C(=O)Nc1ccccc12 (stereo not given in full)	21	60	39	3.1*	·	12	31	29
O=C(/C=C/c1ccc(Cl)cc1)c1ccc(Br)cc1	110	97	111	98	71	99	28	98
N#CN1CCOCC1	106	108	·	94	95	120	113	100
CC1(C)C(=O)CC[C@]2(C)[C@H]3CC=C4[C@@H]5C[C@@](C)(c6nnc(-c7ccncc7)o6)CC[C@]5(C)CC[C@@]4(C)[C@]3(C)CC[C@@H]12	100	105	103	95	33	103	101	92
COc1cc2c(cc1-c1c(C)noc1C)ncc1nc(C3CCCCC3)n([C@H](C)COC(F)F)c12	45	39	35	48	18	34	19	25
O=c1nc2[nH]c3ccc(F)cc3c2n[nH]1	·	105	·	105	·	102	95	99
Cc1ccc(/C=C/C(=O)c2ccc(-c3cc4ccccc4oc3=O)nc2C)o1	100	103	108	102	99	100	101	105
COc1ccc(-c2nc(SCC(C)C)nc(Nc3ccc(/C(C)=N\NC(N)=S)cc3)c2C#N)cc1	88	57	62	72	75	58	61	68
CO[C@H]1/C=C/O[C@@]2(C)Oc3c(C)c(O)c4c(O)c(c(/C=N/N5C(C)CN(Cc6ccccc6)CC5C)c(O)c4c3C2=O)NC(=O)/C(C)=C\C=C\[C@H](C)[C@H](O)[C@@H](C)[C@@H](O)[C@@H](C)[C@H](OC(C)=O)[C@@H]1C (stereo not given in full)	285	89	·	217	212	87	83	203
CCCC(=O)Oc1ccc(C2CCCCC2)cc1	107	103	103	99	100	108	107	93
Brc1cnc[nH]1	105	·	104	104	104	107	102	104
COc1cccc(NC(=O)Nc2ccc(Nc3ncnc4sc5c(c34)CCCC5)cc2)c1	95	·	118	81	85	99	102	97
COC1OC(O)C(NC(=O)C(F)(F)F)CC1O (stereo not given)	99	96	101	113	104	·	97	106
CC1C(=O)OC2C1CCC1(C)C3(C)C(=O)C=CC213 (stereo not given)	105	105	112	99	97	106	104	95
CCOP(=O)(OCC)c1nc(-c2ccccc2)oc1NCCC(=O)O	105	103	100	106	107	104	101	99
CCC(=O)Cc1cccnc1	86	101	98	105	104	110	93	90
CCn1nccc1-c1ccc2c(c1)COC2(CCCN(C)C)c1ccc(F)cc1 (stereo not given)	97	104	82	103	99	99	101	99
NC(N)=NS(=O)(=O)c1ccc(NCc2nc3ccccc3c(=O)[nH]2)cc1	100	105	106	93	98	106	103	91
Cc1cc(C)c(S(=O)(=O)Oc2ccccc2[N+](=O)[O-])c(C)c1	21	40	38	35	16	-2.5*	24	22
